High-throughput results deposited in PubChem BioAssay by National Center for Advancing Translational Sciences (NCATS).
HP1b binding inh: blocks HP1-beta chromodomain binding to methylated histone tails; AlphaScreen HP1-beta / biotin-H3K9me3 peptide binding; Potency, µM (titrated, usually from 114 µM), without a hit: at the highest dose activity change, negative = inhibition, most hits filed as inhibitors; 390,000 tested, 0.56% active; note: nearly all actives have a fitted effect of over 70% in size; inactives centre near 23
Target sequence (P83916 whole entry, looked up): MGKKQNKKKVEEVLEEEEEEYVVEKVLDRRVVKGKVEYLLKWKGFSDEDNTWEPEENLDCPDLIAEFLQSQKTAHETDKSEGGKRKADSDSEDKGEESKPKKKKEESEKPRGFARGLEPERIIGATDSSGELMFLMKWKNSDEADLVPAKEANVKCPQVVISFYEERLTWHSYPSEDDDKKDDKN
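HP1-beta protein (50 nM final) preincubated 30 min at room temperature with biotinylated H3(1-18)K9me3 peptide (50 nM) in PBS pH 7.4, 0.01% Tween-20, then compound added for 30 min. AlphaScreen streptavidin donor/nickel chelate acceptor beads (10 ug/mL final), 30 min dark, luminescence read.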
ALOX12 inh: blocks human arachidonate 12S-lipoxygenase; purified 12hLO, xylenol orange hydroperoxide absorbance; Potency, µM (highest dose often 108 µM), for inactives: at the highest dose activity change, negative = inhibition, usual class: inhibitors; AID 1671190; 580,000 tested, 1.1% active; note: % is set by controls: 0 for no effect and ±100 for the full control effect
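Purified human 12hLO at 150 nM in 25 mM Hepes, 0.01% Triton X-100, pH 7.0, preincubated 15 min at room temperature with compound. Reaction started with 40 uM arachidonic acid, 30 min at room temperature. Hydroperoxide measured by Fe-xylenol orange, 573/405 nm absorbance ratio.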
rTrxR1 inhibitor: inhibitors of rat thioredoxin reductase 1; O89049; 390,000 tested, 1% active; Potency, µM (doses to about 114 µM), inactives show at the highest dose activity change, negative = inhibition, most hits filed as inhibitors; recombinant rTrxR1, NADPH fluorescence consumption, selenite substrate; note: % is set by controls: 0 for no effect and ±100 for the full control effect; nearly all actives have a fitted effect of over 65% in size
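Rat TrxR1 (90 nM in the dispensed reagent) was pre-reduced with 400 uM NADPH for 5 min at room temperature, then incubated with compound for 15 min. After 400 uM selenite was added, NADPH fluorescence (Ex 340/Em 450 nm) was followed for 8 min.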
Pin1 inhibitor: human Pin1 inhibition | 390,000 tested, 0.009% active | Q13526 | Potency, µM (top dose mostly 115 µM), without a hit: at the highest dose activity, negative = inhibition, actives largely listed as inhibitors | Pin1 FP peptide displacement, HiFluor488, 10 min; active = well fitted inhibition curve with a large enough effect in the polarisation, with a control signal flat, not every such curve was filed as active; inconclusive = small, poorly fitted or top-dose-only effect, or effect the other way, or a change in a side signal; inactive = no such curve, though single readings can be large or run the other way; the % refers to the polarisation; note: % is set by controls: 0 for no effect and ±100 for the full control effect
Target sequence (Q13526 whole entry, looked up): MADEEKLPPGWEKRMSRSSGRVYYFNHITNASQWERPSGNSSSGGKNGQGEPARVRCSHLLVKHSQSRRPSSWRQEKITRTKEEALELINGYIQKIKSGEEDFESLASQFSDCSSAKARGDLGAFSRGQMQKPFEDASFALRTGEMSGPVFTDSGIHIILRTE
GLS inhibitor: blocks human kidney-isoform glutaminase activity; O94925; GLS enzymatic activity, qHTS titration; Potency, µM (series often up to 45.5 µM), without a hit: top-dose activity change, negative = inhibition, usual class: inhibitors; 410,000 tested, 0.21% active; AID 624170; note: % is set by controls: 0 for no effect and ±100 for the full control effect
Target sequence (O94925 whole entry, looked up, canonical isoform): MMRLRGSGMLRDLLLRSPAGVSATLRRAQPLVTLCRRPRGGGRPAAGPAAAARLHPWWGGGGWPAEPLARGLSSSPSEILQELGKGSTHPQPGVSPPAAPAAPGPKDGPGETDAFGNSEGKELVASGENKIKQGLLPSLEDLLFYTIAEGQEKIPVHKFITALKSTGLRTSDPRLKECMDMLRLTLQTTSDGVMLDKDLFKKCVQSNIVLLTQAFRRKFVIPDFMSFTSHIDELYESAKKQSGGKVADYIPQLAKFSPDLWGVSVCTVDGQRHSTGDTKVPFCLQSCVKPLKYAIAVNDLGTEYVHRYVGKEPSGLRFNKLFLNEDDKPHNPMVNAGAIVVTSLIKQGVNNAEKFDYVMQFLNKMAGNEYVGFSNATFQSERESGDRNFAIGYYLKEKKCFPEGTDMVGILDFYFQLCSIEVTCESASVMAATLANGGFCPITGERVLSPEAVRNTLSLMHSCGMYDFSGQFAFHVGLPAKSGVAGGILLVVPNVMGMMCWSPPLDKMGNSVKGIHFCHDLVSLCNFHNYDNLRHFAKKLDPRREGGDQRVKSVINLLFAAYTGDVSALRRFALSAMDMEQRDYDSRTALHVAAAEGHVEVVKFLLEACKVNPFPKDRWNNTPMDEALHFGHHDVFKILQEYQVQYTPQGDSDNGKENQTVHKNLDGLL
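Read-out is an Amplex red fluorescence increase coupled through glutamate oxidase and HRP, measured before and after 30 min room-temperature incubation. hKGA is in 45 mM KH2PO4 (pH 8.2) with 0.02% Tween-20; glutamine added as 1mM solution.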
Tb PGK inh: T. brucei PGK inhibition | P07378 | PGK/GAPDH coupled, Kinase-Glo luminescence, 60 min | Potency, µM (titrated, usually from 57.5 µM), for the others: at the top dose activity change, negative = inhibition, actives largely listed as inhibitors | 380,000 tested, 0.043% active | AID 602233; note: % is set by controls: 0 for no effect and ±100 for the full control effect; nearly all actives have a fitted effect of over 60% in size
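Luminescent ATP detection (Kinase-Glo Plus) follows a 60-minute room-temperature incubation, with wells lacking PGK as controls. Buffer: 100 mM TEA (pH 7.6), 5 mM MgCl2, 0.01% Tween-20. Coupling enzyme GAPDH (100 nM final) supplies unstable 1,3-BPG in-well.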
ERG Ets-DNA blk: ERG Ets/DNA interaction inhibition. P11308. fluorescence polarization, His-ERG Ets domain / labelled DNA. Potency, µM (doses to about 76.9 µM), without a hit: top-dose FP activity, negative = inhibition, most hits filed as inhibitors. 370,000 tested, 0.028% active; active = well fitted inhibition curve with a large enough effect in the polarisation, with a control signal flat; inconclusive = small, poorly fitted or top-dose-only effect, or effect the other way, or a change in a side signal; inactive = no such curve, though single readings can be large or run the other way; the % refers to the polarisation;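 note: polarization taken with two DNA probes labelled with fluorescein and Texas red; % of control where 0% means no effect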
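His-tagged ERG Ets domain (1 uM in the protein solution; 300mM KCl, 50mM Tris-HCl, 1mM EDTA, 1mM DTT, pH 7.5) received compound, then a probe mix of 5 nM fluorescein-DNA and 100nM Texas-615-DNA. Fluorescence polarization was read for both dyes.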
RGS4 inh: blocks human RGS4-accelerated GTP hydrolysis | P49798 | Transcreener GDP fluorescence polarization, RGS4-accelerated GTP hydrolysis | Potency, µM (highest dose often 114 µM), without a hit: top-dose activity change, negative = inhibition, hits mostly inhibitors | 390,000 tested, 0.039% active; note: % is set by controls: 0 for no effect and ±100 for the full control effect; nearly all actives have a fitted effect of over 75% in size; some results filed as inactive show a strong effect at the top dose
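MLSMR compounds (23 nl, pin-transferred) preincubated 10 min at room temperature with a 500nM (2x) first reagent, then RGS4 at 900nM (2x) plus Transcreener GDP mix added; fluorescence polarization (620/688 nm) read before and after 90 min at 30 °C.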
JMJD2A Tudor: blocks the human JMJD2A Tudor domain. AlphaScreen JMJD2A-Tudor / H3K4me3 peptide binding. Potency, µM (titrated, usually from 114 µM), without a hit: top-dose activity change, negative = inhibition, hits mostly inhibitors. 390,000 tested, 4.4% active. AID 504339; note: % is set by controls: 0 for no effect and ±100 for the full control effect; nearly all actives have a fitted effect of over 50% in size
* = called active by the depositor; i = inactive; ? = inconclusive; . = not tested or not shown; & = joins results of further samples; [ ] = dose if it differs, or a comment. Unless noted, calls come from the whole dose curve; as a rule, active = well fitted curve in the direction sought with a large enough effect; inconclusive = small, poorly fitted or top-dose-only effect, or another doubt; inactive = no such curve, though single readings can be large; an effect the other way counts as inactive or inconclusive. Potency is the fitted concentration of half-maximal effect. An excerpt; count on the stated rates, not on these rows.

HP1b binding inh,ALOX12 inh,rTrxR1 inhibitor,Pin1 inhibitor,GLS inhibitor,Tb PGK inh,ERG Ets-DNA blk,RGS4 inh,JMJD2A Tudor,SMILES
31%,-6%,3%,-3%,-2%,5%,-3%,20%,-11%,CCOC(=O)C1=CN(CC)S(=O)(=O)NC1c1ccc(F)c(Cl)c1 (stereo not given)
31%,-16%,19%,-4%,3%,-2%,-8%,20%,-7%,CC(=O)c1cccc(NC(=O)N2CCCC2C(=O)Nc2ccc3c(c2)OCCO3)c1 (stereo not given)
45%[activator],1%,27%,-11%,0%,-8%,2%,-5%,-15%,CC1CCCCN1C(=O)CCNS(=O)(=O)c1ccc2c(c1)c(=O)n(C)c(=O)n2C (stereo not given)
9%,58%[activator],12%[57.1 µM],0%,-8%,-7%,-22%,-54%,-19%,CCc1ccnc(NC(=O)NS(=O)(=O)c2ccc(C)cc2)c1
45%[activator],18%,37%[activator][57.1 µM],-3%,9%,-4%,0%,11%[56.9 µM],-13%,Cc1csc(CNC(=O)C2CCC(=O)N(CCCc3ccccc3)C2)n1 (stereo not given)
20%,?,-56%,30%[activator],17%,-1%,-5%,-17%,-35%,COc1ccc(NC2=CC(=S)NC(C)(C)C2)cc1
25%&36%,-7%&0%,10%&15%,0%&-2%,18%&26%,2%,3%&1%,10%&-18%,-8%&-14%,CC1=C(C(=O)OCc2ccccc2)C(c2ccccn2)c2c(n(C)c(=O)n(C)c2=O)N1 (stereo not given)
3%,7%,17%[57.1 µM],-2%,23%,-2%,3%,-9%,-18%,Cc1c(C(=O)N(C)Cc2nc3ccccc3c(=O)[nH]2)oc2ccccc12
25%,-2%,2%,-7%,3%,-3%,-4%,-13%,-16%,CC(=O)Nc1nc2ccccc2n1CCOc1ccccc1
13%,54%[activator],9%,1%,-1%,-7%,-4%,2%,-14%,CC1(c2ccc(Cl)cc2)NC(=O)N(CC(=O)N2CCc3ccccc3C2)C1=O (stereo not given)

Part of the list above with just Pin1 inhibitor, ALOX12 inh and HP1b binding inh:
SMILES,Pin1 inhibitor,ALOX12 inh,HP1b binding inh
CC1CCCCN1C(=O)CCNS(=O)(=O)c1ccc2c(c1)c(=O)n(C)c(=O)n2C (stereo not given),-11%,1%,45%[activator]
CCc1ccnc(NC(=O)NS(=O)(=O)c2ccc(C)cc2)c1,0%,58%[activator],9%
Cc1csc(CNC(=O)C2CCC(=O)N(CCCc3ccccc3)C2)n1 (stereo not given),-3%,18%,45%[activator]

Continuation:
HP1b binding inh,ALOX12 inh,rTrxR1 inhibitor,Pin1 inhibitor,GLS inhibitor,Tb PGK inh,ERG Ets-DNA blk,RGS4 inh,JMJD2A Tudor,SMILES
33%,112%[activator],-10%,-2%,0%,-9%,2%,-10%,-13%,CC(C)Oc1cccc(C(=O)C2CCCN(C(=O)CCc3cnn(C)c3)C2)c1 (stereo not given)
43%[activator],24%,12%,2%,-4%,10%,-5%,20%,8%,O=C(CCc1ccccc1)NCC1OCCc2ccccc21 (stereo not given)
15%&65%,-4%&10%&-1%,1%&12%,-8%&3%,2%&-5%,-6%,-6%&0%,17%&-13%,-24%&-21%,Cc1cc(C)c2oc(C(=O)N(Cc3ccc(F)cc3)C3CCS(=O)(=O)C3)cc(=O)c2c1 (stereo not given)
31%[activator],?,17%[57.1 µM],-1%,6%,-6%,-11%,-11%,3%,CCOc1ccc(N2CC(NC(=O)c3cccs3)CC2=O)cc1 (stereo not given)
44%[activator],-13%,3%,2%,2%,13%,-3%,-5%[56.9 µM],-5%,O=C1COc2ccc(C(=O)COC(=O)C3CC(O)CN3S(=O)(=O)c3ccc(Cl)cc3)cc2N1 (stereo not given)
?,8%,78%[activator],4%,7%,-7%[11.5 µM],.,-12%,?,Cc1cccc(-c2nc(C#N)c(N3CCCCCC3)o2)c1
34%[activator],1%,20%,-13%,0%,-2%,5%,4%,-6%,COc1ccc(-n2c3c(c(=O)[nH]c2=O)C(NS(=O)(=O)c2ccc(Cl)cc2)(C(F)(F)F)C(=O)N3)cc1 (stereo not given)
-13%,-6%,-15%,56%[activator],1%,1%,8%,-28%,?,CCOC(=O)c1c(NC(=O)C(C)OC(=O)c2ccc(NC(=O)CC#N)cc2)sc2c1CCCC2 (stereo not given)
18%,0%,4%,1%,-5%,-1%,-13%,-22%,0%,CCOC(=O)C(=CNc1ccc(S(N)(=O)=O)cc1)C(=O)OCC
45%[activator],?,16µM*,-5%,9%,7%,-3%,-21%,-16%,COc1ccc(NC2C=CS(=O)(=O)C2)cc1 (stereo not given)
14%,7%,-4%,4%,7%,-2%,1%,29%,-5%,CCCc1cc(=O)[nH]c(SCC(=O)N2CCN(S(=O)(=O)c3ccc4ccccc4c3)CC2)n1
2%,-6%,-1%,-1%,15%,-6%,16%,32%,-24%,O=C(c1cc(C(=O)N2CCOCC2)c2nc3ccccc3n2c1)c1cc(Cl)cc(Cl)c1O
-18%,18%,29%[57.1 µM],27%,2%,-8%,-25%,?,-21%,O=C(Nc1cc(S(=O)(=O)Nc2ccc(Cl)cc2)ccc1O)c1ccc(S(=O)(=O)N2CCCCCC2)cc1
1%,16%,22%,2%,2%,0%,.,16%,-8%,CSc1cc(C)nc(NC(C)=O)n1
30%,0%,28%,-2%,4%,-2%,-2%,-16%,-6%,O=c1cc(-c2ccc(O)cc2)oc2ccc(O)cc12
17%,-6%,14%,5%,-5%,6%,2%,3%,?,O=C(C1CCC(Cn2c(=S)[nH]c3ccccc3c2=O)CC1)N1CCOCC1 (stereo not given)
15%,-1%,0%,1%,9%,i,-12%,-7%,-4%,CCOC(=O)c1c(NC(=O)CCCOc2ccc(C(C)(C)C)cc2)sc2c1CCC2
76%[activator],-16%,24%,1%,1%,-2%,-3%,-2%,-21%,O=c1c2sc3ccccc3c2n(Cc2cccc(C(F)(F)F)c2)c(=O)n1Cc1ccc(F)cc1
29%[57 µM],-2%,-1%[2.29 µM],-15%,-8%,i,-1%,-17%,-11%,N#Cc1cc([N+](=O)[O-])ccc1NC(=O)CSc1n[nH]c(=O)[nH]c1=O
42%[activator],-17%,-23%,-2%,-10%,-6%,2%,-12%,-18%,CCC1(C(=O)OC)NC(c2ccco2)C2C(=O)N(c3ccc(C)cc3)C(=O)C21 (stereo not given)

Compound profiles, as listed above. Screens in order: HP1b binding inh | ALOX12 inh | rTrxR1 inhibitor | Pin1 inhibitor | GLS inhibitor | Tb PGK inh | ERG Ets-DNA blk | RGS4 inh | JMJD2A Tudor
Record of `CCC1(C(=O)OC)NC(c2ccco2)C2C(=O)N(c3ccc(C)cc3)C(=O)C21` (stereo not given) = 42%[activator] | -17% | -23% | -2% | -10% | -6% | 2% | -12% | -18%
Record of `CCOC(=O)c1c(NC(=O)CCCOc2ccc(C(C)(C)C)cc2)sc2c1CCC2` = 15% | -1% | 0% | 1% | 9% | i | -12% | -7% | -4%
Record of `O=C(C1CCC(Cn2c(=S)[nH]c3ccccc3c2=O)CC1)N1CCOCC1` (stereo not given) = 17% | -6% | 14% | 5% | -5% | 6% | 2% | 3% | ?
Record of `CSc1cc(C)nc(NC(C)=O)n1` = 1% | 16% | 22% | 2% | 2% | 0% | . | 16% | -8%
Record of `O=c1c2sc3ccccc3c2n(Cc2cccc(C(F)(F)F)c2)c(=O)n1Cc1ccc(F)cc1` = 76%[activator] | -16% | 24% | 1% | 1% | -2% | -3% | -2% | -21%

Next section.
HP1b binding inh,ALOX12 inh,rTrxR1 inhibitor,Pin1 inhibitor,GLS inhibitor,Tb PGK inh,ERG Ets-DNA blk,RGS4 inh,JMJD2A Tudor,SMILES
24%,-28%,-4%[57.1 µM],3%,-3%,9%,-3%,13%,-8%,c1ccc(C2CCCN(Cc3nc(CC4CC4)no3)CC2)cc1 (stereo not given)
24%,.,14%,-2%,3%,14%,1%,35%,-7%,O=C(Nc1ccncc1)c1c(F)cccc1F
?,-17%,27%[57.1 µM],-9%,-3%,-1%,3%,-37%,?,CC(=O)Nc1ccc(Oc2ccc([N+](=O)[O-])cc2Cl)cc1
25%,18%,16%,-4%,1%,-6%,4%,6%,-6%,Cc1ccc(Cn2c(CN3CC(C)OC(C)C3)nc3c2c(=O)[nH]c(=O)n3C)cc1 (stereo not given)
